Screening data as filed in PubChem.
PTHR1 agonist: PTHR1 (human) receptor agonism; 410,000 compounds, 0.075% hits; HEK293 GP2 PTHR1 cells, GloSensor cAMP luminescence, 1 h; Q03431; AID 743266; Potency, µM (series often up to 115 µM), inactives show at the highest dose activation, usual class: activators; also: potency is read from the fitted curve at half-maximal effect; nearly all actives have a fitted effect of over 55% in size; some results filed as inactive show a strong effect at the top dose; inactives centre near -15; many of its hits are not listed in these tables
Target sequence (Q03431 whole entry, looked up): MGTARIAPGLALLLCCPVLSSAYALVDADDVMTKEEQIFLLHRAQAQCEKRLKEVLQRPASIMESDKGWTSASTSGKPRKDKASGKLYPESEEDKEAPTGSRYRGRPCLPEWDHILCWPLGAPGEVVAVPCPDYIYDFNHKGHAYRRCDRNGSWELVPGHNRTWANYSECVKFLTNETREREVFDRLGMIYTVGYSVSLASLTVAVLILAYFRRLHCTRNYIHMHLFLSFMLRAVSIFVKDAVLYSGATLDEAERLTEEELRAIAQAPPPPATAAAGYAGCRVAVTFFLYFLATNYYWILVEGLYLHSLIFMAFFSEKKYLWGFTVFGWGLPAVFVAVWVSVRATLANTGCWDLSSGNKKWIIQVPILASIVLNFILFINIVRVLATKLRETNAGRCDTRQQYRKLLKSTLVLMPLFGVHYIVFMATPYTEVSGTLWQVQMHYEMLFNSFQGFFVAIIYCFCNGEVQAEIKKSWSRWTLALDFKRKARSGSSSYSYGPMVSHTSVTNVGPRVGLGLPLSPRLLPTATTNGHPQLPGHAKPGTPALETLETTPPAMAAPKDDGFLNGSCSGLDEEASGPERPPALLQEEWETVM
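HEK-293-derived GP2 cells expressing PTHR1 and a GloSensor cAMP reporter, 3,000/well, plated overnight, given luciferin plus IBMX (each 0.5 mM as added) for 1 h at 37 °C, then compound for 1 h at 37 °C. Luminescence was read after 15 min at room temperature.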
pAkt inh: blocks phosphorylation of Akt; Neuro2A IGF-stimulated pAkt S473 HTRF, 20 min; stronger effect = lower value; activity change, % for hits at 50 µM; 360,000 compounds, 0.32% hits; in the data active = activity change below about -80%; inconclusive = mostly about -51% to -80%; also: % is scaled to controls: 0 for no effect and ±100 for the full control effect
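Neuro2A cells in DMEM with 0.5% FBS, overnight at 37 deg C, given compound at single 50 µM final, then IGF (6 nM final) for 20 min at 37 deg C. Lysed; phospho-Akt Ser473 by HTRF after 24 h, 665/615 ratio.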
EPAC2 agonist: agonists of human EPAC2 (RAPGEF4); EPAC2 activation, biochemical qHTS; response scale: 100% = 6.5 mM cAMP response; Potency, µM (top dose mostly 154 µM), for inactives: top-dose activation, most hits filed as activators; 360,000 compounds, 0.079% hits; also: potency is read from the fitted curve at half-maximal effect; nearly all actives have a fitted effect of over 50% in size
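Nucleotide exchange monitored as fluorescence drop when BODIPY-GDP leaves Rap1B. Reaction: 100 nM EPAC2, 250 nM RAP1B-BODIPY-GDP, 50 uM GDP, room temperature, kinetic read over 30 min. Activity expressed relative to 6.5 mM cAMP.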
EPAC2 antagonist: antagonists of human EPAC2. Q8WZA2. EPAC2 GEF exchange of Rap1B-BODIPY-GDP, fluorescence. Potency, µM (highest dose often 114 µM), for the others: top-dose activity, negative = inhibition, hits mostly inhibitors. 360,000 compounds, 0.18% hits. AID 720708; also: potency is read from the fitted curve at half-maximal effect; % is scaled to controls: 0 for no effect and ±100 for the full control effect; nearly all actives have a fitted effect of over 45% in size; many of its hits are not listed in these tables
DRD3 antagonist: blocks the human D3 dopamine receptor; D3R cells, DiscoveRx beta-arrestin luminescence, antagonist mode; stronger effect = lower value; max response, negative = inhibition, %; 360,000 compounds, 2.5% hits; AID 652054; in the data active = max response below about -50%; inconclusive = no clear call, values can overlap the other calls; also: % is scaled to controls: 0 for no effect and ±100 for the full control effect; mostly tested at two doses, the higher about 12 µM
Target sequence (P35462 whole entry, looked up): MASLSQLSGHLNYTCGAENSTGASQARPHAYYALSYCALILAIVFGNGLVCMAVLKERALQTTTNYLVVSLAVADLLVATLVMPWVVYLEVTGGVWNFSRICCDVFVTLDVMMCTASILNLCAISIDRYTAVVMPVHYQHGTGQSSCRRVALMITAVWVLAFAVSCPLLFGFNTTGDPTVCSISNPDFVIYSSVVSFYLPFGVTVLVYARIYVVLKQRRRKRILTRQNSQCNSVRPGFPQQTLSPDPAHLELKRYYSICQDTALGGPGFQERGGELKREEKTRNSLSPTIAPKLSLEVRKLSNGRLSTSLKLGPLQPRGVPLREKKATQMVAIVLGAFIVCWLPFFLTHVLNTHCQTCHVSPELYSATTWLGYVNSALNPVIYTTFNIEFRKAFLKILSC
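Cells expressing the human receptor were seeded at 1500 cells/well, incubated overnight at 37 degrees C in 5% CO2, then exposed to library compounds with dopamine controls for 90 minutes at 37 degrees C before luminescent detection.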
CCT modulator: modulators of cytosolic chaperonin (CCT/TRiC) activity. 360,000 compounds, 0.3% hits. activity change, % (no concentration beside the values), hits read low. AID 651819. purified chaperonin ATPase assay, HTRF ADP detection, 30 min; in the data active = activity change below about -30%; also: % is scaled to controls: 0 for no effect and ±100 for the full control effect
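We incubate TRiC, 40 or 20 nM final, with library compounds at 76 uM and 10 uM ATP for 30 min at 37 °C. ADP formed is detected with Transcreener HTRF reagents after 30 min at room temperature.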
Mm-Cpn inhibitor: M. maripaludis TRiC chaperonin inhibition | purified Mm-Cpn ATPase, ADP Transcreener TR-FRET | Potency, µM (series often up to 76.9 µM), for inactives: top-dose activity, negative = inhibition, usual class: inhibitors | 330,000 compounds, 0.031% hits | AID 504842; also: potency is read from the fitted curve at half-maximal effect; % is scaled to controls: 0 for no effect and ±100 for the full control effect; nearly all actives have a fitted effect of over 80% in size
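Reaction buffer contained 30 mM Tris pH 7.4, 100 mM KCl, 5 mM MgCl2 and 1 mM DTT. Mm-CPN (25 nM final) hydrolysed 10 uM ATP over 30 min at 37°C; ADP was read by HTRF.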
DRD3 agonist: activates the human D3 dopamine receptor. P35462. D3R DiscoveRx beta-arrestin cells, luminescence, 90 min. max activation, %. 410,000 compounds, 0.58% hits. AID 652048; in the data active = max activation above about 30%; also: 0% is about no effect; mostly tested at two doses, the higher about 12 µM
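Cells at 1500/well, incubated overnight, then treated with pinned compounds (dopamine as control) for 90 min at 37 degrees C. DiscoveRx reagent added for 30 - 60 minutes at room temperature; luminescence read.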
Active calls of the source: *; i = inactive; ? = inconclusive; · = not tested or not shown; & = joins results of further samples; [ ] = remark or other dose. Unless noted, calls follow the shape of the dose curve; as a rule, active = well fitted curve in the direction sought with a large enough effect; inconclusive = small, poorly fitted or top-dose-only effect, or another doubt; inactive = no such curve, though single readings can be large; an effect the other way counts as inactive or inconclusive. An excerpt; the hit share may differ from the screen's.

Every second line gives: EPAC2 antagonist	pAkt inh	CCT modulator	Mm-Cpn inhibitor	DRD3 agonist	PTHR1 agonist	DRD3 antagonist	EPAC2 agonist
> O=C(COC(=O)c1cc([N+](=O)[O-])ccc1NCCO)Nc1cccnc1Cl
  -14%	i	-0.5	3%	1	-15%	-8	-5%
> Cc1nn(-c2ccccc2)c(C)c1NC(=O)COC(=O)C1CC(=O)N(CCc2ccccc2)C1 (stereo not drawn)
  14%	i	-0.5	3%	10	i	6	0%
> O=C(CSc1nnc(SCc2ccc(Cl)cc2)s1)N/N=C/c1c(Cl)cccc1Cl
  15%	i	-0.6	-1%	1	-15%	18	-6%
> Cc1ccc(C(=O)OCC(=O)NCCN2C(=O)CSC2=O)cc1[N+](=O)[O-]
  -6%	i	-1.6	-2%	4	-27%	23	-4%
> Cc1ccc(S(=O)(=O)N2CCN(C(=O)c3cc(S(=O)(=O)N4CCOCC4)ccc3Cl)CC2)c(C)c1
  3%	i	0.1	·	4	-38%[inhibitor]	11	5%
> CCOc1cccc(C2C(C(=O)c3ccco3)=C(O)C(=O)N2Cc2ccncc2)c1 (stereo not drawn)
  12%	i	-0.9	-2%	0	i	-25	-3%
> CC(C)(C)CC(=O)Nc1cc(S(=O)(=O)N2CCCCCC2)ccc1Cl
  -18%	i	-1.7	0%	-3	i	-4	4%
> Cc1ccccc1NCc1ccc([N+](=O)[O-])s1
  -3%	i	1.1	0%	-1	-1%	-25	17%
> Cc1ccc(C#N)c(SCc2nnc(-c3ccc(Cl)cc3)o2)n1
  1%	i	1.0	-3%	-4	i	6	-1%
> Cc1cccc(N2CCN(C(=O)c3ccc4c(c3)CCN4S(C)(=O)=O)CC2)c1C
  -16%	i	-0.5	0%	19	-11%	2	6%
> O=C(CN(CCO)Cc1ccccc1)N1CCN(S(=O)(=O)c2ccccc2)CC1
  1%	i	0.3	·	0	i	4	5%
> CC(=O)c1ccc(N(C(=O)CS(=O)CC(=O)Nc2ccc(F)cc2)C(C(=O)NC2CCCCC2)c2cccs2)cc1 (stereo not drawn)
  -9%	i	0.1	-2%	1	i	1	-15%
> Cc1cccc(NC(=O)c2ccc3c(c2)C(=O)N(Cc2cccnc2)C3=O)c1C
  -7%	i	-1.0	?	12	?	16	-11%
> Clc1ccc(-c2noc(CN(Cc3ccccn3)CC3CCCO3)n2)cc1 (stereo not drawn)
  -3%	i	-1.0	0%	2	-44%[inhibitor]	-15	9%
> O=C(Nc1sc2c(c1C(=O)NCCO)CCCC2)c1ccco1
  -25%	i	-1.1	1%	17	-42%[inhibitor]	25	1%

(list continues)
Every second line gives: EPAC2 antagonist	pAkt inh	CCT modulator	Mm-Cpn inhibitor	DRD3 agonist	PTHR1 agonist	DRD3 antagonist	EPAC2 agonist
> O=C(OCc1cncs1)c1ccccc1
  13%	i	2.6	-2%	-4	-24%	-5	6%
> COc1cc2c3c(c1OC)C(=O)CC3CCCC2 (stereo not drawn)
  -14%	·	-0.8	·	4	-27%	7	9%
> CCCCc1nc2ccc(S(=O)(=O)O)cc2[nH]1
  -8%	i	0.2	2%	14	i	2	-1%
> CC(=O)Nc1ccc(CN2CCC(CO)(CCOc3ccccc3)CC2)cc1
  1%	i	-0.6	0%	-4	-1%	10	3%
> CC(=O)OC1c2ccccc2C(=O)N1Cc1ccccc1Cl (stereo not drawn)
  ?	i	-0.2	-1%	-1	-17%	-20	11%
> Cc1ccc(O)c(C(=O)c2cnn(-c3ccccc3)c2)c1
  12%	i	-1.7	-1%	2	-15%	4	-8%
> O=C(CC[C@H]1O[C@@H](n2cnc3c(NC(=O)c4ccccc4)ncnc32)[C@H](O)[C@@H]1O)NCC1CCCO1 (stereo partly drawn)
  7%	i	-0.8	·	-8	24%	0	3%
> O=C(N/N=C/c1ccccc1O)c1ccncc1
  -1%	i	-0.2	-2%	5&-14	-22%	11	2%
> COCCNc1nnc(SCC(=O)N2CCN(S(=O)(=O)c3ccccc3)CC2)s1
  7%	i	-1.1	1%	-2	i	-9	4%
> Cc1nnnn1/C(=C\c1ccccc1)C(=O)OCC(=O)Nc1cccc(S(=O)(=O)N(C)C)c1
  2%	i	-1.8	0%	0	-44%[inhibitor]	-12	5%
> CCN1CCN(C(=O)c2ccc(N3CC4CC(C3)c3cccc(=O)n3C4)c([N+](=O)[O-])c2)CC1 (stereo not drawn)
  -9%	i	-2.4	-4%	6	-12%	4	7%
> COc1ccc(N2C(=O)CC(N3CCN(c4ccc(Cl)cc4)CC3)C2=O)cc1 (stereo not drawn)
  ?	i	1.9	1%	3	-9%	7	-3%
> CCOC(=O)C1=C(COC(=O)c2ccc(OC)c(S(=O)(=O)N3CCOCC3)c2)NC(=O)NC1C (stereo not drawn)
  -2%	i	-2.2	·	-6	-11%	1	1%
> O=C(CN1CCN(S(=O)(=O)c2ccccc2)CC1)Nc1ccccc1Cl
  -5%	i	-2.4	1%	-15	-1%	-6	21%
> COc1ccccc1CN(C(=O)Cc1cccs1)C(C(=O)NC1CCCC1)c1ccncc1 (stereo not drawn)
  -11%	i	-1.1	0%	-21	15%	-29	0%

Just DRD3 agonist and DRD3 antagonist (2 entries from above):
SMILES,DRD3 agonist,DRD3 antagonist
CC(=O)OC1c2ccccc2C(=O)N1Cc1ccccc1Cl (stereo not drawn),-1,-20
CCCCc1nc2ccc(S(=O)(=O)O)cc2[nH]1,14,2

Quoted from the listing:
Result for `CCCCc1nc2ccc(S(=O)(=O)O)cc2[nH]1` under DRD3 agonist: 14
Result for `O=C(OCc1cncs1)c1ccccc1` under EPAC2 agonist: 6%
Result for `O=C(CC[C@H]1O[C@@H](n2cnc3c(NC(=O)c4ccccc4)ncnc32)[C@H](O)[C@@H]1O)NCC1CCCO1` (stereo partly drawn) under EPAC2 antagonist: 7%

(list continues)
Every second line gives: EPAC2 antagonist	pAkt inh	CCT modulator	Mm-Cpn inhibitor	DRD3 agonist	PTHR1 agonist	DRD3 antagonist	EPAC2 agonist
> COC(=O)CN1C(=O)[C@@H]2[C@H](C1=O)[C@@H]1CC(C(=O)OC)=C[C@@H](C(=O)OC)[C@@H]3C1=C(C(=O)[C@@]3(C)NC(=O)c1ccccc1)[C@@H]2C
  6%	i	-0.2	·	6	i	19	4%
> CCC(C)c1ccc(NC(=S)Nc2ccc(OC)cc2C)cc1 (stereo not drawn)
  0%	i	-0.8	1%	23	-9%	-133*	6%
> COc1ccc2nc3c(nc2c1)CCCC3
  -2%	i	1.4	-1%	3	-5%	18	7%
> O=C(CSc1ccc(F)cc1)Nc1ccccc1Br
  3%	i	-2.2	2%	0	i	-12	10%
> N#Cc1nc(N)nc(N(c2ccccc2)c2ccccc2)n1
  -10%	i	-0.2	-3%	-9	-7%[57.5 µM]	-74*	14%
> CC(=O)c1csc(COc2ccc(Cl)cc2)n1
  -8%	i	1.3	0%	-2	-26%	-26	2%
> COc1ccc(S(=O)(=O)Nc2ccc(NC(C)=O)cc2)cc1OC
  -3%	i	-0.5	0%	-2	i	16	2%
> CCOC(=O)[C@@H]1[C@H]2COc3ccccc3[C@@H]2N2C(=O)N(c3cccc(C)c3)C(=O)[C@]12C
  -15%	i	-5.2	2%	-17	-15%	-4	14%
> O=C(/C=C(O)/C=C/c1ccc(O)cc1)/C=C/c1ccc(O)cc1
  42%[activator]	i	0.7	0%	-7	-54%[inhibitor]	?	-9%
> COc1ccc(N=C(C)C2=C(O)c3ccccc3C2=O)cc1
  2%	i	1.1	0%	-10	-23%	23	16%
> O=C(NCc1nnc(SCC(=O)N2CCOCC2)o1)c1cccs1
  6%	i	-1.9	0%	-6	10%	-3	12%
> CN(Cc1ccccc1)C(=O)C(C(=O)c1ccc(F)cc1)n1cc(Cl)ccc1=O (stereo not drawn)
  -12%	i	-3.6	-14%	4	-14%	2	6%
> Cc1ccc2nc3c(c(N)c2c1)CCN3c1ccccc1
  -15%	i	-2.3	-5%	-6	-72%[inhibitor]	-77*	3%
> O=C(Nc1ccc2oc(=O)ccc2c1)c1cc2ccccc2o1
  3%	i	-0.3	-7%	0	-17%[57.5 µM]	-23	8%
> Cc1cc(NS(=O)(=O)c2ccc(NC(=O)COc3ccc(Cl)cc3)cc2)no1
  2%	i	-0.9	1%	6	-15%	3	0%

(further entries)
Every second line gives: EPAC2 antagonist	pAkt inh	CCT modulator	Mm-Cpn inhibitor	DRD3 agonist	PTHR1 agonist	DRD3 antagonist	EPAC2 agonist
> CCOC(=O)c1nsnc1NCCSC(=N)N
  2%	i	-1.6	-1%	-4	i	4	4%
> O=C(Cn1cc2c(n1)CCCCC2)N1CCc2ccccc2C1
  5%	i	-14	-1%	0	-45%[inhibitor]	18	9%
> COc1ccc(NC(=O)CCC(=O)Nc2nnc(CC(C)C)s2)cc1Cl
  3%	i	-3.3	1%	-7	-16%	6	1%
> Fc1ccccc1CSc1nnc(-c2cnccn2)n1Cc1ccco1
  9%	i	0.7	-1%	2	-21%	27	-4%
> Cc1cc(C)c(C)c(S(=O)(=O)Nc2ccc(O)cc2)c1C
  -1%	i	0.1	1%	1	-4%	5	6%
> CCc1nnc(NC(=O)C2CC(=O)N(C3CCCC3)C2)s1 (stereo not drawn)
  19%	i	-0.7	0%	0	-23%	4	10%
> C[C@]1(C(=O)NCCCNc2ncc(C(F)(F)F)cc2Cl)C=C[C@@H](Cc2ccccc2)N1C(=O)c1ccccc1
  -16%	i	-1.4	-1%	22	-26%	2	-7%
> c1ccc(CCNCc2ccco2)nc1
  3%	i	-1.9	·	-6	i	15	12%
> Cc1nnc(NC(=O)Cn2c(=O)sc3ccccc32)s1
  -2%	i	-0.3	-1%	1	-3%	11	8%
> COCCNc1nc2c(c(=O)n(Cc3cccc(Br)c3)c(=O)n2C)n1C
  -17%	i	2.1	0%	-10&5	-25%	-9	11%
> CC(C)OC(=O)CSc1nnc(-c2cnccn2)n1C
  2%	i	0.0	-3%	4	20%[57.5 µM]	12	3%
